# Compound activity (PubChem BioAssay)
# MBNL1-CUG inh = inhibitors of human MBNL1 binding to CUG repeat RNA; TR-FRET MBNL1-His/biotin-(CUG)12 binding, 665/545 ratio; 280,000 tested, 0.036% active; Potency, µM (highest dose often 57.5 µM), for inactives: at the top dose activity change, negative = inhibition, usual class: inhibitors; Q9NR56; active means well fitted inhibition curve with a large enough effect in the signal ratio, with a control signal flat, not every such curve was filed as active; inconclusive means small, poorly fitted or top-dose-only effect, or effect the other way, or a change in a side signal; inactive means no such curve, though single readings can be large or run the other way; the % refers to the signal ratio; further: on the % scale 0 is the no-effect control and ±100 the full control effect
# Target sequence (Q9NR56 whole entry, looked up): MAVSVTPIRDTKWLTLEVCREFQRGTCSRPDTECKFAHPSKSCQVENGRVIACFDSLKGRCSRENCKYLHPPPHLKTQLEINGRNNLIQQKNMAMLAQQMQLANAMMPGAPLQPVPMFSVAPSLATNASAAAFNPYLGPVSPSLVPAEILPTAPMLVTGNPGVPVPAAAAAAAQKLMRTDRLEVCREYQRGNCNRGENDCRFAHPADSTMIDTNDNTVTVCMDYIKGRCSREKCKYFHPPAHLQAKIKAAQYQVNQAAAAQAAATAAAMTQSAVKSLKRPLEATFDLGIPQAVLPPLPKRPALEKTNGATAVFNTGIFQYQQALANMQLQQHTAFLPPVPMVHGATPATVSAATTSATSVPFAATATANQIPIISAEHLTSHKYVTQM
#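 Compound titration spanned 92 nM–58 uM against the MBNL1-His/biotin-(CUG)12 complex. After 60 min at room temperature with 5 nM streptavidin-XL665 and 0.055 ng/ul terbium anti-His, ratiometric 665/545 nm emission (Ex 340 nm) normalized to controls.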
# uPA surface inh = cell surface uPA generation inhibition | cell surface uPA generation assay, qHTS | Potency, µM (doses to about 38.3 µM), for inactives: at the highest dose activity change, negative = inhibition, most hits filed as inhibitors | 330,000 tested, 0.31% active | AID 540303; active means well fitted inhibition curve with a large enough effect; inconclusive means small, poorly fitted or top-dose-only effect; inactive means no such curve, though single readings can be large or run the other way; tested in mouse RAW 264.7 cells; further: on the % scale 0 is the no-effect control and ±100 the full control effect; nearly all actives have a fitted effect of over 55% in size
# FLuc modulator = firefly luciferase modulation, counter-screen for miR-21 project; AID 588342; Potency, µM (doses to about 57.5 µM), for inactives: at the highest dose activity change, negative = inhibition, actives largely listed as inhibitors; purified FLuc, Km substrates, luminescence inhibition; 360,000 tested, 6.9% active;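 further: plate controls were vehicle for no effect and reference inhibitor for full effect; nearly all actives have a fitted effect of over 55% in size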
# Target sequence (P08659 whole entry, looked up): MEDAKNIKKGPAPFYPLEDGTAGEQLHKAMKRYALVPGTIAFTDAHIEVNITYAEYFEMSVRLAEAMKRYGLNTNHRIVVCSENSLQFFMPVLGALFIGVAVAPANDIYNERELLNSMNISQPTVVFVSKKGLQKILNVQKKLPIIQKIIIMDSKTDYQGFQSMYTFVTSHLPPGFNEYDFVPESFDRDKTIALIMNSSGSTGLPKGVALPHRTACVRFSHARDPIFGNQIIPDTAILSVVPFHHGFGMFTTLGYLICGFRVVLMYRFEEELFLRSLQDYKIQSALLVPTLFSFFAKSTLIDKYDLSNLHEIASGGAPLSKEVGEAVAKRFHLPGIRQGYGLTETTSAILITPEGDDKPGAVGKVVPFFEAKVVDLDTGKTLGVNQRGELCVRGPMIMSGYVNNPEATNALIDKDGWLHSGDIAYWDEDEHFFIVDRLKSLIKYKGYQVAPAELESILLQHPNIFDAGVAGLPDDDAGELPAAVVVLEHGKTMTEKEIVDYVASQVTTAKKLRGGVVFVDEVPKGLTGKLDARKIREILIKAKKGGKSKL
#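 Purified P. pyralis luciferase (10nM final) with 10uM D-luciferin and 10uM ATP (Km levels) in 50mM Tris acetate pH 7.5, 10mM Mg acetate, 0.01% Tween-20, 0.05% BSA; qHTS 6-point titration, ~60 µM downward; luminescence read.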
# VP16 counter = Gal4-VP16 reporter inhibition counter-screen. Drosophila S2 Gal4-VP16 UAS-luciferase, luminescence, 20 h. Potency, µM (doses to about 53.6 µM), without a hit: at the highest dose activity, negative = inhibition, usual class: inhibitors. 310,000 tested, 3.5% active;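 further: Gal4-VP16 expression switched on by copper sulfate through the metallothionein promoter; on the % scale 0 is the no-effect control and ±100 the full control effect; nearly all actives have a fitted effect of over 50% in size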
# NPC1 promoter act = activators of NPC1 promoter | 320,000 tested, 2.4% active | Huh7 NPC1 promoter luciferase reporter, 24 h | Potency, µM (highest dose often 9.22 µM), for inactives: at the highest dose activation, actives largely listed as activators;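 further: % of control where 0% means no effect; nearly all actives have a fitted effect of over 60% in size; reporter is driven by a mutant NPC1 promoter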
#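 In 1536-well qHTS, Huh7 cells harboring an NPC1 promoter–luciferase construct received compound for 24 h; activation was quantified by luminescence following luciferase reagent addition.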
# RORg inh = blocks mouse ROR gamma transcriptional activity. 310,000 tested, 5.4% active. P51450. Drosophila S2 Gal4-RORgamma UAS-luciferase reporter, 20 h. Potency, µM (doses to about 53.6 µM), for the others: at the top dose activity change, negative = inhibition, actives largely listed as inhibitors. AID 2551; further: on the % scale 0 is the no-effect control and ±100 the full control effect; nearly all actives have a fitted effect of over 60% in size
#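 Stably transfected Drosophila Schneider cells are the test system, with ROR gamma fused to Gal4 and luciferase under UAS control; luminescence is read after 20 hr of 700 uM copper sulfate induction at ambient temperature.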
# Rab9 promoter act = activates the Rab9 promoter; Huh7 Rab9 promoter-luciferase reporter, luminescence, 24 h; 320,000 tested, 2.8% active; Potency, µM (top dose mostly 9.22 µM), for the others: at the top dose activation, negative = inhibition, hits mostly activators; AID 485297; further: % of control where 0% means no effect; nearly all actives have a fitted effect of over 60% in size
#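 Promoter activation is measured as luciferase luminescence in Huh7 cells stably transfected with a Rab9 promoter–luciferase construct, following 24 h compound exposure at 37 °C and 10 min reagent incubation at ambient temperature.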
# ELG1 genotox = inducers of genotoxicity in HEK293T ELG1-luciferase cells; HEK293T ELG1-luciferase reporter, luminescence, 16 h; Potency, µM (top dose mostly 46 µM), for the others: at the highest dose activity change, positive = activation, most hits filed as activators; 330,000 tested, 1.3% active; AID 504466; further: % of control where 0% means no effect; nearly all actives have a fitted effect of over 60% in size
#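 Screening used a luciferase reporter fused to human ELG1 in HEK293T cells. Luminescence was read on a CCD plate imager after 16 hr exposure and 30 min ONE-Glo incubation.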
# p53 reactivator = re-activators of mutant p53 | H1299 p53-A138V BP100-luciferase reporter, luminescence, 24 h | Potency, µM (highest dose often 92.2 µM), without a hit: at the highest dose activity change, positive = activation, actives largely listed as activators | 320,000 tested, 0.063% active | AID 504706; further: % of control where 0% means no effect; nearly all actives have a fitted effect of over 45% in size
#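 p53-null H1299 cells stably carrying temperature-sensitive p53-A138V and a BP100-luciferase reporter were pinned with compounds (4-point, 1:5 series) and held 24 hrs at 37 deg C. Luminescence was read 10 min after detection reagent.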
# BRCA1 expr act = increases BRCA1 expression. Potency, µM (titrated, usually from 46.1 µM), for the others: at the top dose activation, hits mostly activators. MCF7-BRCA1-FFLuc reporter, luminescence, 48 h; response scale: scaled: vehicle 0%, 10 µM genistein 100%. AID 624202. 380,000 tested, 1.1% active; further: nearly all actives have a fitted effect of over 80% in size; some results filed as inactive show a strong effect at the top dose
#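 First, MCF7-BRCA1-FFLuc cells (2000/well) attach for 2 h; next, compounds are pin-added and incubated 48 h at 37 °C; finally, luciferase reagent is added and luminescence read after 15 min.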
# Numbers without * were called inactive; ? = inconclusive; . = not tested or not shown; & = joins results of further samples; [ ] = another dose, or the depositor's remark. Unless noted, the call rests on the fitted dose curve; in most records, active means well fitted curve in the direction sought with a large enough effect; inconclusive means small, poorly fitted or top-dose-only effect, or another doubt; inactive means no such curve, though single readings can be large; an effect the other way counts as inactive or inconclusive. Potency means the concentration at half of the fitted maximal effect. Compounds were not picked by outcome. About 13% of those tested had a hit in this group.
# Field names – A = MBNL1-CUG inh; B = uPA surface inh; C = FLuc modulator; D = VP16 counter; E = NPC1 promoter act; F = RORg inh; G = Rab9 promoter act; H = ELG1 genotox; I = p53 reactivator; J = BRCA1 expr act
COc1ccc(C(=O)Nc2ccccc2C(=O)N2CCOCC2)cc1
  A = 4% | B = 3% | C = -17% | D = 3% | E = 0% | F = 17% | G = 0% | H = 19% | I = 2% | J = 19%

COc1cc(OC)cc(C2=NCCN2)c1
  A = -3% | B = 4% | C = 0% | D = 1% | E = -4% | F = -29% | G = 0% | H = -2% | I = -2% | J = -5%

COc1ccc(NC(=O)c2cc(S(=O)(=O)N3CCCC3)c[nH]2)cc1
  A = -4% | B = 2% | C = -1% | D = -1% | E = -1% | F = -11% | G = -4% | H = 1% | I = 5% | J = -6%

Cc1ccc(NS(=O)(=O)c2cc(C(=O)NCc3ccccn3)ccc2Cl)cc1
  A = 12% | B = -5% | C = 1% | D = -3% | E = -1% | F = 20% | G = -12% | H = 2% | I = -7% | J = -23%

Cc1ccc(OCCNC(=O)c2cccc(S(=O)(=O)NCc3ccccc3)c2)cc1
  A = . | B = -13% | C = -4% | D = . | E = -24% | F = . | G = -31%[inhibitor] | H = -5% | I = -1% | J = -68%

CCOc1ccccc1NC(=O)Cn1c(=O)oc2ccccc21
  A = -16% | B = -2% | C = 0%&1% | D = 6% | E = 1% | F = -6% | G = -4% | H = 0% | I = 3% | J = -13%

CN1C(=O)c2cccc(NC(=O)C3CCCCC3)c2C1=O
  A = -6% | B = -7% | C = 0% | D = 6% | E = -1% | F = 9% | G = -5% | H = 0% | I = 5% | J = 0%

O=c1[nH]nc(Cc2ncc(C(F)(F)F)cc2Cl)c2ccccc12
  A = -1% | B = 0% | C = -1% | D = -29% | E = -1% | F = ? | G = -7% | H = -5% | I = 2% | J = -33%

CCCCCCNc1c(C(=O)OCC)c(=O)[nH]c2ccccc12
  A = -4% | B = -8% | C = 4% | D = ? | E = -5% | F = ? | G = 0% | H = -2% | I = -6% | J = -31%

CCOC(=O)c1oc2ccc(Br)cc2c1COC(=O)C1=COCCO1
  A = . | B = 1% | C = -17% | D = . | E = 1% | F = . | G = -1% | H = 1% | I = 1% | J = 30%

Cc1ccc(C)c(NC(=O)C2CC(=O)N(C(C)C)C2)c1 (stereo not given)
  A = -7% | B = 0% | C = 2% | D = -8% | E = -2% | F = -5% | G = 9% | H = 3% | I = -7% | J = -28%

CN1CCN(C(=O)CN(C2CCCCC2)S(=O)(=O)c2ccc(Br)cc2)CC1
  A = -5% | B = -19% | C = -1% | D = 9% | E = -1% | F = -12% | G = -1% | H = 2% | I = ? | J = -2%

CCC(=O)Nc1sc(Cc2ccc3c(c2)OCO3)c(C)c1C(N)=O
  A = 9% | B = -10% | C = ? | D = ? | E = 0% | F = 31% | G = -3% | H = -1% | I = 0% | J = -27%

Nc1nnc(SCC(=O)NC2CCCCC2)s1
  A = -4% | B = 5% | C = 5% | D = 1% | E = -2% | F = -36% | G = -1% | H = 0% | I = -2% | J = 3%

O=C(NCCN1CCN(c2ccccc2F)CC1)C1CCCN(S(=O)(=O)c2cnc[nH]2)C1 (stereo not given)
  A = -6% | B = -8% | C = -2% | D = -11% | E = 3% | F = 4% | G = -3% | H = -1% | I = 5% | J = 4%

Cc1nc(NC(C)C)c2cnn(CCc3ccccc3)c2n1
  A = -10% | B = 4% | C = ? | D = 16% | E = 24% | F = ? | G = ? | H = 15µM* | I = ? | J = ?

O=C(COC(=O)c1cc([N+](=O)[O-])ccc1NCCO)NCc1cccs1
  A = ? | B = 33%[activator] | C = -2% | D = -2% | E = -3% | F = -18% | G = 0% | H = 1% | I = -4% | J = 2%

Cc1cc(/C=N/NC(=O)Cn2c3ccccc3c(=O)c3ccccc32)c(C)n1-c1ccccc1
  A = 28% | B = 6% | C = ? | D = -5% | E = 0% | F = 3% | G = 5% | H = -2% | I = 3% | J = -28%

CNC(=O)NC(=O)COC(=O)c1cccc(S(=O)(=O)N2CC3(C)CC2CC(C)(C)C3)c1 (stereo not given)
  A = . | B = 0% | C = 3% | D = . | E = 0% | F = . | G = 3% | H = 0% | I = -2% | J = -1%

Cc1nn(-c2ccccc2)c(Cl)c1C(=O)Nc1ccc(N2CCOCC2)cc1
  A = 4% | B = . | C = -14% | D = 13% | E = 1% | F = 13% | G = 0% | H = -7% | I = -1% | J = -6%

# A few values from above:
# CN1CCN(C(=O)CN(C2CCCCC2)S(=O)(=O)c2ccc(Br)cc2)CC1 in MBNL1-CUG inh shows -5%
# O=C(NCCN1CCN(c2ccccc2F)CC1)C1CCCN(S(=O)(=O)c2cnc[nH]2)C1 (stereo not given) in Rab9 promoter act shows -3%

# Following part.
# Field names – A = MBNL1-CUG inh; B = uPA surface inh; C = FLuc modulator; D = VP16 counter; E = NPC1 promoter act; F = RORg inh; G = Rab9 promoter act; H = ELG1 genotox; I = p53 reactivator; J = BRCA1 expr act
CC(=O)Nc1ccc(S(=O)(=O)Nc2cccc(NC(=O)C(C)(C)C)c2)cc1
  A = 0% | B = 4% | C = 1% | D = -8% | E = -3% | F = 12% | G = -5% | H = -3% | I = 5% | J = 0%

Cc1cc(/C=C(\C#N)C(=O)OCC#N)c(C)n1CC(C)C
  A = ? | B = 2% | C = ? | D = -12% | E = -4% | F = 18% | G = 1% | H = 8% | I = 13% | J = 35%

CCn1ncc(CNC(=O)C2(C)CC2(Br)Br)c1C (stereo not given)
  A = -15% | B = 4% | C = 0% | D = 4% | E = -2% | F = 21% | G = 0% | H = 2% | I = -2% | J = 6%

Cc1cccc(NC(=O)CSc2nncn2-c2ccccn2)c1
  A = -10% | B = 1% | C = -5% | D = 1% | E = 0% | F = ? | G = -10% | H = -8% | I = -5% | J = 3%

Cc1c(NC(=O)CC2NC(=O)NC2=O)c(=O)n(-c2ccccc2)n1C (stereo not given)
  A = -3% | B = . | C = 1% | D = -2% | E = 1% | F = 17% | G = 0% | H = 0% | I = 27% | J = .

Cc1nnc(SCC(=O)NC(=O)NCc2ccco2)s1
  A = -6% | B = 0% | C = -3% | D = 0% | E = -3% | F = 4% | G = 2% | H = 1% | I = 2% | J = 1%

COC(=O)C(=NNc1c(C)n(C)n(-c2ccccc2)c1=O)C(=O)OC
  A = ? | B = -1% | C = 3% | D = -2% | E = 0% | F = -9% | G = 2% | H = 3% | I = 8% | J = -14%

Cc1ccccc1CNC(=O)C(=O)NCC1OCCCN1S(=O)(=O)c1cccs1 (stereo not given)
  A = 2% | B = 4% | C = -1% | D = 4% | E = -4% | F = 9% | G = -4% | H = 1% | I = -4% | J = 9%

O=C(CN1CCN(C(=O)CN2C(=O)NC3(CCCC3)C2=O)CC1)Nc1cccc(F)c1
  A = . | B = -3% | C = . | D = . | E = 0% | F = . | G = -5% | H = 1% | I = -7% | J = -3%

O=[N+]([O-])c1ccc(N2CCN(S(=O)(=O)c3ccccc3)CC2)cc1NCc1ccco1
  A = 33%[activator] | B = . | C = -2% | D = -16% | E = -2% | F = -2% | G = 7% | H = 3% | I = 10% | J = .

Cc1cc(NC(c2cccnc2)c2c(C)[nH]c3ccccc23)no1 (stereo not given)
  A = 9% | B = 2% | C = 1% | D = 4% | E = -3% | F = 1% | G = -9% | H = 0% | I = ? | J = -23%

O=S(=O)(Nc1cccc2ccccc12)c1cccc2nonc12
  A = ? | B = -1% | C = -1% | D = 8% | E = 0% | F = 23% | G = -3% | H = -1% | I = -2% | J = 0%

N#C/C(=C\c1ccc(Cl)c([N+](=O)[O-])c1)c1ccccn1
  A = 18% | B = -18% | C = -14% | D = -8% | E = 0% | F = ? | G = -3% | H = ? | I = -4% | J = -96%[inhibitor]

Cc1ccc2c(c1)N(CC(=O)NC1CCCC1)C(=O)c1cccnc1O2
  A = -5% | B = 15% | C = -2% | D = 2% | E = 1% | F = 16% | G = 4% | H = -4% | I = 11% | J = -9%

Cc1[nH]nc(N)c1-c1ccc(Cl)cc1
  A = . | B = 0% | C = 0% | D = -10% | E = 0% | F = 14% | G = -5% | H = -1% | I = -4% | J = 11%

COCC(=O)Nc1ccc(N2CCN(c3ccccc3)CC2)c(F)c1
  A = -6% | B = -3% | C = -3% | D = -7% | E = 0% | F = 0% | G = 15% | H = 1% | I = 6% | J = 30%

Cc1ccc(C)c(NC(=O)NCc2ccccn2)c1
  A = -4% | B = 0% | C = 1% | D = -21% | E = -5% | F = 20% | G = -5% | H = 0% | I = 1% | J = 7%

CCN(c1ccccc1)S(=O)(=O)c1ccc2ccccc2c1
  A = 2% | B = 7% | C = -3% | D = 5% | E = -5% | F = -2% | G = -1%[1.84 µM] | H = -6% | I = 5% | J = -14%

COc1ccc(/C=C(/NC(=O)c2ccccc2OC)C(=O)Nc2ccc(C(=O)O)cc2)cc1
  A = ? | B = 3% | C = 0% | D = 2% | E = 3% | F = 23% | G = 0% | H = -4% | I = -10% | J = -14%

CCOc1cc(N2CCOCC2)c(OCC)cc1NC(=O)COC(=O)c1cccc2ccccc12
  A = . | B = 1% | C = 5% | D = -11% | E = 1% | F = 3% | G = -6% | H = 1% | I = -6% | J = 2%

Cc1ccc2cc(CN(CC(C)C)S(=O)(=O)c3ccccc3)c(=O)[nH]c2c1
  A = ? | B = -17% | C = -3% | D = -2% | E = 0% | F = 8% | G = -1% | H = -4% | I = 1% | J = -8%
